High-throughput results deposited in PubChem by National Center for Advancing Translational Sciences (NCATS).
HT1080 IDH1KD tx – qHTS for induction of synthetic lethality in tumor cells producing 2HG: qHTS for the HT-1080-IDH1KD cell line; Potency, µM (titrated, usually from 46.1 µM), without a hit: at the top dose activity, negative = toxicity, actives largely listed as cytotoxic; HT-1080 IDH1 knockdown viability, ATP luminescence, 48 h; hit rate 2% among 360,000;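 further: potency means the concentration at half of the fitted maximal effect; 0% = DMSO wells and -100% = cell-free medium wells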
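In this qHTS, HT-1080 cells depleted of IDH1 are exposed for 48 h at 37 °C to compound titrations. Toxicity is scored from CellTiter-Glo luminescence, with DMSO as full viability and medium alone as none.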
KB-3-1 tox – qHTS assay for MDR1-selective chemotherapeutics: Primary screen using the parental adenocarcinoma cell KB-3-1 | KB-3-1 viability, CellTiter-Glo ATP luminescence, 72 h | Potency, µM (doses to about 46.1 µM), for the others: at the top dose activity change, negative = cytotoxic, actives largely listed as cytotoxic | hit rate 1.4% among 400,000 | AID 1347075, 2019; further: potency means the concentration at half of the fitted maximal effect; on the % scale 0 is the no-effect control and ±100 the full control effect; nearly all actives have a fitted effect of over 60% in size
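Viability of parental KB-3-1 cells, measured by CellTiter-Glo luminescence, followed a 72 h incubation at 37 °C with pinned compounds in phenol-red-free DMEM containing 10% FBS.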
GLP1R cytotox – qHTS of GLP-1 Receptor Inverse Agonists: Cytotox Screen | HEK293 cAMP-luciferase reporter cells, luminescence, 24 h | Potency, µM (highest dose often 38.3 µM), inactives show at the top dose activity change, negative = inhibition, hits mostly inhibitors | hit rate 0.13% among 410,000 | AID 624418, 2012;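 further: loss of luciferase light is scored as toxicity; potency means the concentration at half of the fitted maximal effect; on the % scale 0 is the no-effect control and ±100 the full control effect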
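Here, cytotoxicity is scored as loss of luminescence. The MLSMR collection was tested on cells seeded in medium containing 10% Nu serum, with a 24 hr compound exposure preceded by 12 hours of culture.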
D3 ag – qHTS of D3 Dopamine Receptor Agonist: qHTS | D3R DiscoveRx beta-arrestin cells, luminescence, 90 min | D(3) dopamine receptor (Homo sapiens), P35462 | hit rate 0.58% among 410,000 | max activation, %; in the data active means max activation above about 30%; further: 0% is about no effect; mostly tested at two doses, the higher about 12 µM
Target sequence (P35462 whole entry, looked up): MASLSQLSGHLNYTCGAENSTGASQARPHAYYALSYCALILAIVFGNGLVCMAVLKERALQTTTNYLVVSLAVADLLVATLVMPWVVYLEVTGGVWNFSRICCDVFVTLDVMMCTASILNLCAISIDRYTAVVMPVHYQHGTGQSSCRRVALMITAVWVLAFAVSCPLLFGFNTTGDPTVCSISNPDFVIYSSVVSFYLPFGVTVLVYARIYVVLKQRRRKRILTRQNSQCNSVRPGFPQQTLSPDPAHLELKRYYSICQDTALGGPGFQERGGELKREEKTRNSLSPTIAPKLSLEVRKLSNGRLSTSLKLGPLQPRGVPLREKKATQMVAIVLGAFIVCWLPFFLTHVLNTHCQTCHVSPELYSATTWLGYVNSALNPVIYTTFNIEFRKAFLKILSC
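Agonist-mode cell screen: cells plated at 1500/well and incubated overnight at 37 °C, then exposed to library compounds for 90 min at 37 °C. Detection reagent was added for 30–60 min at room temperature, and luminescence was read.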
IL1B secr inh – qHTS for Inhibitors of Inflammasome Signaling: IL-1-beta AlphaLISA Primary Screen; activity change, % at 57.5 µM; AID 743279, 2014; hit rate 4.7% among 360,000; THP-1 LPS/ATP IL-1B secretion, AlphaLISA, 16 h; active compounds read low; in the data active means activity change below about -50%; inconclusive means mostly about -30% to -49%; further: on the % scale 0 is the no-effect control and ±100 the full control effect
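Secreted IL-1B measured by AlphaLISA bead assay after 16 h compound exposure of THP-1 cells; compounds (final up to 57.5 uM) added 1 h before LPS (250 ng/mL) and ATP (1.25 mM) stimulation; lower signal means less secretion.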
KB-V1 cytotox – qHTS assay for MDR1-selective chemotherapeutics: Primary screen using the drug-selected MDR subline cells KB-V1; hit rate 3.4% among 400,000; AID 1347076, 2019; Potency, µM (top dose mostly 46.1 µM), for inactives: top-dose activity change, negative = cytotoxicity, most hits filed as cytotoxic; KB-V1 MDR cells viability, CellTiter-Glo, 72 h; further: potency means the concentration at half of the fitted maximal effect; on the % scale 0 is the no-effect control and ±100 the full control effect; nearly all actives have a fitted effect of over 60% in size
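KB-V1 MDR subline cells in DMEM (phenol-red free, 10% FBS) exposed to compounds in qHTS concentration series for 72 h at 37 degrees C. Viability read by CellTiter-Glo luminescence; concentration-effect curves fitted after normalization and correction.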
MCF10A rereplic – A quantitative high throughput screen for small molecules that induce DNA re-replication in MCF 10a normal breast cells. MCF 10A DNA re-replication, Hoechst nuclear intensity, 48 h. Potency, µM (highest dose often 46.1 µM), without a hit: top-dose activity, positive = re-replication, hits mostly activators. hit rate 2.9% among 350,000; further: potency means the concentration at half of the fitted maximal effect; % of control where 0% means no effect; nearly all actives have a fitted effect of over 50% in size
HT1080NT lethal – qHTS for induction of synthetic lethality in tumor cells producing 2HG: qHTS for the HT-1080-NT fibrosarcoma cell line. HT-1080-NT fibrosarcoma viability, CellTiter-Glo ATP luminescence, 48 h. Potency, µM (series often up to 46.1 µM), without a hit: at the highest dose activity, negative = less viability, most hits filed as cytotoxic. hit rate 1.6% among 360,000. AID 686970, 2013;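 further: NT is the 2HG producing partner of a matched IDH1 knockdown line; potency means the concentration at half of the fitted maximal effect; 0% = DMSO-treated cells and -100% = media-only wells without cells; nearly all actives have a fitted effect of over 55% in size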
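Read-out is CellTiter-Glo luminescence after 10 minutes at room temperature, following 48 hours' compound treatment of HT-1080-NT cells (750 cells/well, RPMI, 5% FBS, 37 degrees C).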
SW480 rerep – A quantitative high throughput screen for small molecules that induce DNA re-replication in SW480 colon adenocarcinoma cells | AID 624297, 2012 | Potency, µM (doses to about 46.1 µM), for the others: at the top dose re-replication activation, usual class: activators | hit rate 1.8% among 340,000 | SW480 DNA re-replication, Hoechst DNA content imaging, 48 h; further: potency means the concentration at half of the fitted maximal effect; % of control where 0% means no effect; nearly all actives have a fitted effect of over 55% in size
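SW480 cells exposed to compounds for 48 hr at 37 C, 5% CO2, then Hoechst-stained 40 min. Nuclear DNA content imaged by fluorescence scanning (405 nm excitation, 500-530 nm emission); re-replication scored as increased high-intensity nuclei.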
An asterisk follows results filed as active; i = inactive; u = inconclusive; x = no result given; [ ] = dose if it differs, or a comment. Unless noted, the call rests on the fitted dose curve; in most records, active means well fitted curve in the direction sought with a large enough effect; inconclusive means small, poorly fitted or top-dose-only effect, or another doubt; inactive means no such curve, though single readings can be large; an effect the other way counts as inactive or inconclusive. An excerpt, so the mix of outcomes need not match the whole.

SMILES	HT1080 IDH1KD tx	KB-3-1 tox	GLP1R cytotox	D3 ag	IL1B secr inh	KB-V1 cytotox	MCF10A rereplic	HT1080NT lethal	SW480 rerep
Cn1c(=O)cc(SCC(=O)N2CCC3(CC2)OCCO3)c2ccc(Cl)cc21	-5.3%	-13.9%	6.6%	-1.9	u	-22.2%	3.5%	-0.1%	-7.8%
CC(C)C[C@H]1C(=O)N2CCC[C@H]2[C@]2(O)O[C@](NC(=O)[C@@H]3C=C4c5cccc6[nH]c(Br)c(c56)CC4N(C)C3)(C(C)C)C(=O)N12 (some centres undefined)	u	-3.4%	-5.7%	12.0	u	u	u	-21.3%	u
Cc1ccc(NP(=O)(c2ccccc2)c2nc3ccccc3s2)cc1 (centres undefined)	-5.9%	-4.8%	-11.4%	2.5	12.2	-3.9%	3.6%	-4.6%	6.0%
O=[N+]([O-])c1cc(Cl)c(Cl)cc1Cl	-0.4%	0.0%	1.6%	0.3	7.2	0.9%	-1.5%	2.5%	-89.5%[inhibitor]
COC(=O)C1=C(c2ccc(OC)c(OC)c2)C[C@@H]2CC[C@H]1N2C(=O)NCCc1ccccc1	15.1%	0.0%	-24.8%	4.3	24.7	-8.8%	-1.8%	16.8%	6.9%
CCCCn1c(=O)c(C(=O)Nc2ncccc2C)c(O)c2ccccc21	16.4µM*	u	5.0%	-5.1	12.7	u	-7.7%	23.1µM*	4.5%
COc1ccc(CNC(=O)c2ccc(C(C)C)cc2)cc1	16.4%	-1.5%	5.0%	-2.2	-24.3	u	1.4%	9.8%	u
CCOC(=O)C(O)(c1ccc(N(CC)C(=O)COc2ccccc2)cc1)C(F)(F)F (centres undefined)	4.5%	-0.5%	-4.0%	-5.4	12.9	-1.1%	0.4%	5.4%	1.0%
CCOP(=O)(OCC)C(NC(C)=O)C(Cl)(Cl)Cl (centres undefined)	6.3%	-2.6%	22.1%	-1.1	38.0	7.1%	-1.0%	2.8%	-4.8%
CC(C)(C)n1cc(C(=O)c2ccccc2)cc1-c1ccccc1	6.9%	0.5%	4.4%	-0.5	18.3	0.2%	19.6%	19.1%	-1.9%
Clc1cccc(CN2CCCCC2c2cccnc2)c1 (centres undefined)	3.7%	-0.7%	-4.6%	2.4	0.0	-1.0%	10.2%	-4.2%	5.5%
CCOC(=O)C1(CCOc2ccccc2)CCN(C2Cc3ccccc3C2)CC1	0.1%	u	4.4%	-11.6	8.4	u	9.2µM*	0.4%	17.7%
CCOC(=O)c1c(C)n(-c2ccc(OC)cc2)c2ccc(O)c(CN(C)C)c12	20.6µM*	u	u	0.6	-29.8	u	10.7%	u	u
COc1cc(OC)c(OC)cc1CNCCc1cccc(F)c1	-0.1%	-4.3%	-0.6%	-2.1	-16.6	-3.8%	-7.3%	-8.6%	1.5%
COc1ccc(CC2(CCc3ccncc3)C(=O)NC(=O)NC2=O)cc1	25.7%	0.2%	0.1%	-0.8	30.6	-9.4%	-16.5%	10.5%	5.6%
Cc1cccnc1NC1=NCC(C)S1 (centres undefined)	17.1%	0.6%	3.4%	0.4	6.1	-1.3%	-6.1%	7.7%	-7.7%
CC(C(=O)O)N(C(=O)c1ccccc1)c1ccc(F)c(Cl)c1 (centres undefined)	-0.7%	-12.8%	7.5%	-9.4	37.2	3.0%	10.5%	-4.1%	u
O=c1[nH]c(=O)n(Cc2ccccc2)c(O)c1C=NCCN1CCNCC1	-3.6%	-2.1%	-8.0%	-16.3	19.1	0.7%	2.91µM*	-1.5%	6.51µM*
CCCCn1c(O)c(C(C)=Nc2ccc3c(c2)CCC3)c(=O)[nH]c1=O	1.9%	-0.1%	-5.0%	0.9	52.9	-1.8%	7.5%	u	0.8%
CCC12CN3CCN(CC(C3)/C1=N/NC(=O)c1ccncc1)C2	1.5%	-1.2%	1.6%	-9.9	0.0	-0.3%	14.3%	3.6%	u
COc1ccc(CN2CCC(n3nccc3NC(=O)CCOc3ccccc3)CC2)cc1C	-1.3%	-6.0%	u	-8.2	i	u	u	4.5%	u
O=c1c2ccccc2nc(-c2ccccc2)n1-c1ccccc1	0.2%	0.7%	2.1%	-1.4	8.3	u	2.7%	-4.0%	-10.0%
O=C(c1ccc(N2CC3CC(C2)c2cccc(=O)n2C3)c([N+](=O)[O-])c1)N1CCCCC1 (centres undefined)	10.8%	7.7%	u	1.9	0.0	-16.1%	u	-7.6%	-24.8%
O=C1NC(=O)N(c2ccccc2)C(=O)/C1=C/C=C/c1ccco1	u	u	-47.5%	6.1	-100.0*	u	u	18.4µM*	14.6µM*
c1ccc(CNC2=NCCS2)cc1	6.7%	3.9%	-1.7%	-7.2	-4.6	-10.0%	-20.7%	8.4%	-3.2%
Fc1ccc(C2NCCc3[nH]cnc32)cc1 (centres undefined)	-0.6%	9.0%	0.2%	7.5	0.7	-0.7%	-10.7%	2.1%	-2.0%
O=C(Nc1ccc(Cl)cc1)N1CC1	-5.6%	9.9%	-6.6%	0.7	-5.1	0.0%	-0.3%	8.3%	-6.5%
Cc1ccc(S(=O)(=O)c2nc(-c3ccccc3Cl)oc2N(C)C2CCN(C)CC2)cc1	u	0.0%	u	-8.1	0.0	0.0%	u	u	u
O=c1c2ccccc2nc(-c2ccccc2)n1-c1ccncc1	1.8%	0.0%	13.2%	0.3	-11.0	-14.7%	18.6%	-1.0%	-13.9%
COC1C(OC(=O)c2ccc(C)[nH]2)C(O)C(Oc2ccc3c(O)c(NC(=O)c4ccc(O)c(CC=C(C)C)c4)c(=O)oc3c2Cl)OC1(C)C (centres undefined)	u	u	u	-64.3	-15.8	-27.8%	u	u	-1.3%
Nc1cccc(SC2CC(=O)N(c3ccc(Cl)cc3C(=O)c3ccccc3)C2=O)c1 (centres undefined)	-7.5%	u	4.5%	1.0	13.0	u	x	-26.2%	x
CCOP(=O)(OCC)C(NC(=O)c1ccccc1C)C(Cl)(Cl)Cl (centres undefined)	8.9%	5.0%	-7.2%	1.5	i	u	13.0%	1.0%	0.0%
O=S1(=O)N(CCN2CC=C(c3c[nH]c4cc(F)ccc34)CC2)c2cccc3c2N1CCC3	16.4µM*	u	-7.2%	-91.9	-58.8*	u	u	13µM*	u
NC(=Nc1ccccc1)NN=Cc1c[nH]c2ccccc12	u	u	u	-5.8	-109.5*	2.59µM*	88.4%	u	6.51µM*
Cc1ccccc1N	7.6%	0.0%	-5.0%	16.3	0.0	10.0%	-0.3%	26.6%	-1.0%
COCc1ccc(CN2CCCC(C(=O)c3sccc3C)C2)o1 (centres undefined)	10.1%	-21.2%	-0.3%	-11.4	40.3	0.0%	6.6%	-1.0%	-3.6%
COC(=O)C1=C(c2ccc(-c3ccccc3)c(F)c2)C[C@@H]2CC[C@H]1N2C(=O)N1CCOCC1	-6.5%	18.4µM*	6.9%	-3.8	u	-28.9%	2.7%	-7.6%	-4.5%
COc1ccccc1C1C([N+](=O)[O-])=C(N)Oc2c1c(=O)oc1ccccc21 (centres undefined)	1.8%	3.9%	-4.4%	7.8	-17.3	-32.1%	-1.6%	3.0%	-15.1%
CC1CC(OP(O)(=S)c2ccc(N(C)C)cc2NC(=O)c2cccs2)CC(C)(C)C1 (centres undefined)	-25.6%	u	-15.4%	-4.8	19.6	-29.3%	2.2%	-27.7%	1.0%
O=P(/C(=N/O)N1CCCCC1)(N1CCOCC1)N1CCOCC1	-0.3%	-0.8%	1.0%	-2.2	4.2	0.0%	-5.1%	3.6%	2.2%
CN1c2ccc([N+](=O)[O-])cc2CC2(C(=O)NC(=O)N(c3ccc(Br)cc3)C2=O)C1c1ccccc1 (centres undefined)	-1.8%	-14.0%	u	-5.9	-22.7	-6.0%	-0.5%	0.2%	0.9%
COC(=O)C1=C(c2cc3ccccc3o2)C[C@@H]2CC[C@H]1N2C(=O)NCc1ccco1	-9.9%	-12.0%	-23.3%	0.0	-12.2	-5.7%	-1.2%	4.6%	-15.8%
CN1C2=CC=CC=CC2=[N+](C)C12C=CC(=[N+]([O-])[O-])C=C2[N+](=O)[O-] (centres undefined)	-4.6%	-12.1%	u	0.5	3.5	u	2.2%	-6.6%	-5.3%
CC(C)COP(=O)(OCC(C)C)C(Nc1ccccc1)c1ccccc1 (centres undefined)	u	-0.8%	u	10.6	-57.5*	u	u	18.4µM*	-74.9%[inhibitor]

Fetched one by one from above (three):
SMILES	HT1080 IDH1KD tx	KB-3-1 tox	GLP1R cytotox	D3 ag	IL1B secr inh	KB-V1 cytotox	MCF10A rereplic	HT1080NT lethal	SW480 rerep
Cc1ccccc1N	7.6%	0.0%	-5.0%	16.3	0.0	10.0%	-0.3%	26.6%	-1.0%
O=S1(=O)N(CCN2CC=C(c3c[nH]c4cc(F)ccc34)CC2)c2cccc3c2N1CCC3	16.4µM*	u	-7.2%	-91.9	-58.8*	u	u	13µM*	u
NC(=Nc1ccccc1)NN=Cc1c[nH]c2ccccc12	u	u	u	-5.8	-109.5*	2.59µM*	88.4%	u	6.51µM*
